Screening results as filed in PubChem BioAssay.
VHR inh abs = VHR1 phosphatase inhibitors, primary screen, biochemical, absorbance, uHTS; 0.52% of 290,000 active; inhibition, % at 13.3 µM; recombinant VHR phosphatase, pNPP absorbance; AID 1654, 2009; in the data active means inhibition above about 50%; further: some compounds called inactive have numbers as strong as hits
Target sequence (P51452 whole entry, looked up): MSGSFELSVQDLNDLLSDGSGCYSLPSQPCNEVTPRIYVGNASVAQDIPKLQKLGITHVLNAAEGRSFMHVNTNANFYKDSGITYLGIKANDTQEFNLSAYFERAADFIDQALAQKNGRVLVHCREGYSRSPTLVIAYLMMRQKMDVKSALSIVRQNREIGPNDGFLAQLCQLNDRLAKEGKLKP
SSB-PriA inh = inhibitors of Klebsiella pneumoniae PriA binding to SSB C-terminal tail, primary screen, biochemical, AlphaScreen; AlphaScreen SSBct-PriA binding, biotinylated peptide; inhibition, % at 33 µM; 0.6% of 430,000 active; AID 1272365, 2023; in the data active means inhibition mostly above about 37%, no sharp cut-off; inactive means mostly below about 20%;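 further: plate controls were negative control peptide for no effect and reference peptide for full effect; strong numbers were not always called active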
3CLpro inhibitor = SARS-CoV 3CLpro protease inhibitors, primary screen, biochemical, quenched FRET; 0.14% of 290,000 active; recombinant SARS-CoV 3CLpro, quenched FRET peptide cleavage; inhibition, % at 6 µM; Replicase polyprotein 1ab (Severe acute respiratory syndrome coronavirus), P0C6X7; in the data active means inhibition above about 12%
BoNT A protease = BoNT/A light chain protease inhibitors, primary screen, biochemical, flow cytometry, MLPCN library; Botulinum neurotoxin type A light chain protease (Clostridium botulinum A str. ATCC 3502); multiplex microsphere protease substrate cleavage; inhibition, % at 10 µM; 0.17% of 360,000 active; AID 588499, 2011; further: plate controls were buffer without enzyme for full effect and enzyme alone for no effect
CCHF vOTU inh = CCHFV vOTU protease inhibitors, primary screen, biochemical, Pep-AMC substrate, fluorescence | Crimean-Congo hemorrhagic fever virus L polyprotein viral ovarian tumor (vOTU) protease … | inhibition, % at 11.5 µM | 0.55% of 370,000 active | AID 651958, 2012; in the data active means inhibition above about 30%; further: 0% = vehicle wells with enzyme and 100% = no enzyme wells
Rv3671c inh = Rv3671c serine protease inhibitors, primary screen, biochemical, fluorescence polarization, M. tuberculosis H37Rv. 0.048% of 320,000 active. inhibition, % at 5.96 µM; in the data active means inhibition above about 38%;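 further: extracellular domain of Rv3671c used as enzyme; 0% = enzyme with DMSO and 100% = no enzyme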
BoNT-F LC inh = BoNT/F light chain protease inhibitors, primary screen, biochemical, flow cytometry, MLPCN library; AID 588497, 2011; inhibition, % at 10 µM; Multiplex microsphere protease cleavage assay; 0.22% of 360,000 active; Botulinum neurotoxin type F light chain protease (Clostridium botulinum); in the data active means inhibition above about 35%, passing the limit was not always enough; inconclusive means no clear call, values can overlap the other calls; further: plate controls were buffer without enzyme for full effect and enzyme alone for no effect
Anthrax LF inh2 = Bacillus anthracis LF protease inhibitors, primary screen, biochemical, multiplex microsphere, MLPCN library; Lethal factor (Bacillus anthracis), P15917; multiplex microsphere protease cleavage assay; inhibition, % at 10 µM; 0.12% of 360,000 active; AID 588501, 2011; further: plate controls were buffer without enzyme for full effect and enzyme alone for no effect
Target sequence (P15917 whole entry, looked up): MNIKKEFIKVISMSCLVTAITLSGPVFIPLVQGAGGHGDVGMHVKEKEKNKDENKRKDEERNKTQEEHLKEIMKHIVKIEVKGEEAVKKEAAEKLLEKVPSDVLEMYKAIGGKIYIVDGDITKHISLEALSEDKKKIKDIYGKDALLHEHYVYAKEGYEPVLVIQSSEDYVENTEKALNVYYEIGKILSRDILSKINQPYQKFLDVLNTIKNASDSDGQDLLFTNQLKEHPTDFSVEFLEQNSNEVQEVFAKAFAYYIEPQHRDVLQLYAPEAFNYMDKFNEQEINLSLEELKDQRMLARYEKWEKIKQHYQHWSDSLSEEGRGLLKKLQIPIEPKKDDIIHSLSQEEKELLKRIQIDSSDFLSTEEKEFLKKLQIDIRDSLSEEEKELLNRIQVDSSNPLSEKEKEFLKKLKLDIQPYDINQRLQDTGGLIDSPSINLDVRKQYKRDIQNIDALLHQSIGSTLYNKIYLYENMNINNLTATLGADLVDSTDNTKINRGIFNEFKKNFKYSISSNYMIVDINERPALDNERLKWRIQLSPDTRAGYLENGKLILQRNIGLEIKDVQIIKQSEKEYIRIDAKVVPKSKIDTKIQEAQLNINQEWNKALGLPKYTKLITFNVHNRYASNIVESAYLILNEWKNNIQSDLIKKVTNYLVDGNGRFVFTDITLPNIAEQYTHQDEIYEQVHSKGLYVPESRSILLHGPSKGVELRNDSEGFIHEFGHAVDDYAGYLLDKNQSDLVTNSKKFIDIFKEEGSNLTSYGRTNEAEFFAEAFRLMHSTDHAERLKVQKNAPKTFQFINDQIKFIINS
MazEF act = activators of E. coli MazEF toxin-antitoxin RNase, primary screen, biochemical, fluorescence, uHTS | FAM/BHQ RNA-DNA oligo cleavage fluorescence, 5 h | 0.32% of 350,000 active | AID 504720, 2011 | Endoribonuclease toxin MazF (Escherichia coli (strain K12)), P0AE70 | activation, % at 20 µM; in the data active means activation above about 50%
PrPC TRFRET = inhibitors of human cell surface prion protein PrPC, primary screen, cell-based, TR-FRET | Major prion protein (Homo sapiens), P04156 | TR-FRET read-out | inhibition, % at 13.8 µM | 0.43% of 370,000 active; in the data active means inhibition above about 24%; further: 0% = median of the test wells and 100% = reference compound wells
The depositor's hits bear a star; i = inactive; ? = inconclusive; . = no result given; & = joins results of further samples. Unless noted, no stated cut-off is given here; in the data, active means inhibition above about 30%; inconclusive means no clear call, values can overlap the other calls; inactive means below that. Some of the compounds tested; the hit share may differ from the screen's.

SMILES	VHR inh abs	SSB-PriA inh	3CLpro inhibitor	BoNT A protease	CCHF vOTU inh	Rv3671c inh	BoNT-F LC inh	Anthrax LF inh2	MazEF act	PrPC TRFRET
COc1ccc(Nc2nnc(-c3ccc(N4CCOCC4)c([N+](=O)[O-])c3)c3ccccc23)cc1	20	13	-4	-8.6	10	.	-10	-4	9	-9
Cc1ccc(-c2cc(C(=O)N/N=C/c3ccc([N+](=O)[O-])o3)c3ccccc3n2)o1	13	.	1	1.1	6	.	0	2	6	-16
Oc1cccc2ccc[n+](CC(O)Cn3c4ccccc4c4ccccc43)c12 (centres undefined)	-10	73*	12	-0.1	5	5	-22	-4	30	-36
COc1ccc(C(=O)NCC(c2ccc(F)cc2)N2CCOCC2)cc1S(=O)(=O)N1CCCC1 (centres undefined)	10	3	-7	-0.2	-2	-7	-1	9	-3	-3
CC(=O)c1c(N2CCN(Cc3ccccc3)CC2)nc(=S)n(Cc2ccccc2)c1C	8	7	4	42*	10	-9	-11	8	-10	0
O=C(COC(=O)c1ccccc1C(=O)c1ccc(Cl)cc1)NCc1ccccc1	8	-7	2	-0.7	3	2	-1	2	-3	5
Cc1nc(C(=O)Nc2ccc(Cl)cc2)sc1C1(C)CC(c2ccccc2)=NO1 (centres undefined)	-17	2	.	0.7	-1	-29	-1	2	5	2
Cc1cc(=O)oc2cc3c(cc12)OCCO3	-5	-14	0	-1.6	-78	1	1	3	7	-1
CC12COC3(P(=O)(c4ccccc4)c4ccccc4)CC1CCC23CP(=O)(c1ccccc1)c1ccccc1 (centres undefined)	0	4	3	-0.5	5	-5	-6	0	-9	0
CCn1cc(C2C3=C(CC(C)(C)CC3=O)N(c3ccc(C)cc3)C3=C2C(=O)CC(C)(C)C3)c(C)n1	.	-8	.	-0.2	-9	.	-6	-9	1	7
CSc1ccc(/C=N/NC(=O)C[n+]2ccccc2)cc1	5	.	2	-2.4	9	4	22	2	1	0
COc1ccccc1-c1cc(C(=O)Nc2cc(C)nn2-c2ccccc2)no1	16	-7	-1	3.0	-20	4	6	-8	8	-7
CCCCN(C(=O)c1cnccn1)c1c(N)n(CCC)c(=O)[nH]c1=O	.	-6	.	-0.4	-1	-3	-4	-5	-11	7
O=C(O)c1ccc(N/N=C/c2cccc3nccnc23)cc1	-12	i	4	-0.5	3	3	4	0	7	-11
COCCn1c(C)cc(C(=O)COC(=O)c2ccc(N3CCCC3=O)cc2)c1C	-25	-16	-4	1.7	-8	-8	9	-1	3	3
COc1ccc(OC)c(N/C(=N/C(=S)Nc2ccccc2)Nc2nc(C)cc(C)n2)c1	10	.	6	-0.4	2	-3	-6	1	-3	1
CNC[C@H]1Oc2c(NS(=O)(=O)c3ccccc3)cccc2C(=O)N([C@H](C)CO)C[C@@H]1C	.	5	.	-0.9	6	0	-6	5	0	2
CC1Cc2ccccc2N1C(=O)Cn1cnc2ccccc2c1=O (centres undefined)	21	-18	3	0.7	16	-4	3	0	3	-6
COc1ccccc1CN(C)C(=O)c1cc(-c2cc(OC)c(OC)c(OC)c2)nc2ccccc12	34	2	3	-3.1	11	-8	-2	-13	7	0
CCOCCCNC(=O)CCC(=O)NNc1nc2ccccc2c2nc(C)nn12	6	-9	-1	-0.9	8	-7	-8	-1	7	7
CCn1c(SCC(=O)N2c3ccccc3CCc3ccccc32)nnc1-c1ccc(OC)cc1	55*	-13	7	0.7	.	7	-3	-1	5	.
Cc1nn2c(C)c(C(=O)Nc3ccccc3)cnc2c1-c1ccccc1	-3	-16	0	?	-13	-11	?	7	6	10
CC(CC(=O)N1CCN(c2ccccc2)CC1)c1ccccc1 (centres undefined)	-1	0	4	-0.4	-6	-5	-4	-2	0	-3
Cc1ccc(-c2nnc(SCC(=O)Nc3cccc(C(=O)N4CCOCC4)c3)n2C)cc1	9	0	2	-1.3	1	-2	-15	-2	1	-1
Cc1ccc([N+](=O)[O-])cc1NC(=S)NCCc1ccccc1	-2	-5	4	-1.9	-4	-5	1	-7	7	-10
COCCn1c(C)nc2oc3ccc(Br)cc3c(=O)c2c1=O	23	-9	-3	1.5	15	-2	23	1	12	2
Nn1cnnc1N/N=C/c1ccc(F)cc1	1	.	-1	3.0	92*	-23	?	2	-38	5
Cc1ccc(C(=O)N/C(=C/c2ccco2)C(=O)N2CCCCCC2)cc1	8	-7	5	1.0	5	1	5	0	11	-4
Cc1ccc(S(=O)(=O)c2nnn3c2nc(N2CCC(C(N)=O)CC2)c2ccccc23)cc1C	18	-5	-7	1.0	4	-6	2	0	7	-1
O=C(NC1=NC2CCCCC2N1)c1ccccc1 (centres undefined)	8	-6	-4	-0.4	6	4	-9	-1	-2	-3
CC(C)=CC(=O)OCc1csc(CC(=O)Nc2ccccc2C)n1	-14	-3	-1	2.1	5	2	3	-4	-1	-1
COc1ccc(NC(=O)Cn2c(=O)n(-c3ccc(OC)cc3OC)c(=O)c3c(C)c(C)sc32)cc1	-10	6	2	-1.5	11	-11	-17	-2	1	2
CN1CCN(C(=O)C2=C[C@@H](c3ccc(C(F)(F)F)cc3)C[C@@H](OCc3ccc(CO)cc3)O2)CC1	10	6	2	0.3	0	-5	-3	-1	7	-4
Cc1cc(C(F)(F)F)n(-c2nc(C(=O)NNS(=O)(=O)c3ccccc3[N+](=O)[O-])cs2)n1	18	-6	2	-1.4	6	7	-8	-8	-1	-5
O=C(OCc1ccc2c(c1)OCO2)c1ccc(S(=O)(=O)N2CCCCC2)cc1	-2	-3	-4	-0.4	10	1	8	1	-9	2
O=C(COC(=O)CCCSc1nc2ccccc2[nH]1)Nc1ccc(Cl)cc1	-12	-3	6	-1.1	-10	-28	-11	-1	-1	1
Cc1cccc(C)c1OCC(O)Cn1c2ccccc2c2ccccc21 (centres undefined)	19	-59	6	0.3	4	-12	-1	-6	-4	-2
CCCSc1ccc([C@@H]2[C@H]3C(=O)N(CC)C(=O)[C@H]3[C@]3(C(=O)OC)CCCN23)cc1	.	-6	.	0.1	17	-23	-2	-5	-3	8
COc1ccc(/C=N/NC(=O)c2ccncc2)cc1CSc1nc2ccccc2s1	-6	.	-1	1.5	0	-178	-3	0	-13	7
CC(C)CCN1CCN(Cc2ccsc2)CC1CCO (centres undefined)	25	-4	-5	-1.0	-2	3	-1	-2	-5	3
CCOc1cc(C(=O)NC(C)CC)cc(OCC)c1OCC (centres undefined)	8	0	3	-0.5	-2	3	1	0	3	4
CS(=O)(=O)N(C(=O)NC(=O)NC12CC3CC(CC(C3)C1)C2)C1CCCCC1	12	-6	3	-3.5	8	-5	-16	-10	1	3
COc1ccccc1S(=O)(=O)Cc1ccc(C(=O)NCc2ccccc2)o1	7	-6	-1	0.6	3	-2	4	0	7	-2
O=C(C1CCN(S(=O)(=O)N2CCOCC2)CC1)N1CCN(c2ccccc2F)CC1	2	-21	0	-0.3	-10	-7	-2	-4	3	8
CC(C)CC(c1nnnn1CC1CCCO1)N1CCN(c2cccc(Cl)c2)CC1 (centres undefined)	9	0	2	-0.1	6	1	1	-2	-6	-5
CCOc1cc(/C=N/NC(=O)c2ccncc2)ccc1OC(=O)c1ccco1	16	.	4	0.5	22	-6	3	-3	4	-3
COc1cccc(CNC(=O)CCC2CCCN(C3CCOCC3)C2)c1 (centres undefined)	16	-2	0	-1.1	.	-12	-4	-1	7	.
CC(C)c1ccc(N=C2NN=C(c3cccs3)CS2)cc1	6	7	5	0.3	-4	-5	-2	-7	-26	2
O=C(c1cccc(Oc2ccccc2)c1)N1CCN(c2ccccn2)CC1	38	-14	0	-0.5	6	-8	-2	-2	i	0
CCC1Nc2ncnc(N3CCOCC3)c2N(Cc2ccc(OC)cc2)C1=O (centres undefined)	.	3	.	-0.4	20	-1	-1	0	-2	3
Cc1ccc2nsnc2c1NC(=O)c1sc2ccccc2c1Cl	-8	-2	5	1.0	2	1	-2	1	8	1
O=C(CCCN1C(=O)/C(=C\c2cccc(Br)c2)SC1=S)Nc1cccnc1	22	-1	-7	-0.3	2	-9	-2	1	2	5
O=C(c1cccn(Cc2ccc(Cl)c(Cl)c2)c1=O)N1CCOCC1	10	-4	1	-0.5	-5	3	-3	-4	0	-5
C=CCc1ccc(OCc2ccc(C(=O)O)o2)c(OC)c1	-12	-3	2	-1.4	3	6	8	-16	5	4
C=CCOC(=O)C1=C[C@@H](c2ccc(Br)cc2)C[C@@H](OCCCCO)O1	.	4	.	0.4	3	0	0	3	-9	2
CC(=O)Nc1ccc(S(=O)(=O)NCC(=O)OCC(=O)Nc2sccc2C(N)=O)cc1	.	-6	.	2.0	-9	-12	-1	6	-10	-3
CC1CCN(c2ccc(-c3ccc(NC(=O)C(F)(F)F)cc3)nn2)CC1	25	0&17	-6	0.3	.	-3	3	1	11	.
COc1ccc(NC(=O)CSCC(=O)N(C)CC(=O)Nc2c(C)cccc2C)cc1	.	-7	.	-0.3	10	-6	-1	-5	8	2
Cc1onc(-c2ccccc2)c1C(=O)Nc1nc(-c2ccccc2)cs1	0	11	-3	-0.3	5	-15	-30	1	-10	5
CCCCNC(=O)C(=O)Nc1cc2c3c(c1)CCC(=O)N3CCC2	18	-13	-5	-0.3	0	-5	0	0	8	-1

By substructure: the entries above containing bromine
SMILES	VHR inh abs	SSB-PriA inh	3CLpro inhibitor	BoNT A protease	CCHF vOTU inh	Rv3671c inh	BoNT-F LC inh	Anthrax LF inh2	MazEF act	PrPC TRFRET
COCCn1c(C)nc2oc3ccc(Br)cc3c(=O)c2c1=O	23	-9	-3	1.5	15	-2	23	1	12	2
O=C(CCCN1C(=O)/C(=C\c2cccc(Br)c2)SC1=S)Nc1cccnc1	22	-1	-7	-0.3	2	-9	-2	1	2	5
C=CCOC(=O)C1=C[C@@H](c2ccc(Br)cc2)C[C@@H](OCCCCO)O1	.	4	.	0.4	3	0	0	3	-9	2

Further structures follow.
SMILES	VHR inh abs	SSB-PriA inh	3CLpro inhibitor	BoNT A protease	CCHF vOTU inh	Rv3671c inh	BoNT-F LC inh	Anthrax LF inh2	MazEF act	PrPC TRFRET
COc1cccc(-c2nnc(NC(=O)c3ccco3)s2)c1	12	-7	-1	0.4	13	2	2	-1	9	2
Cc1ccc(C)c(NC(=S)N(C2CCCCC2)C(C)c2cccnc2)c1 (centres undefined)	23	-5	1	-0.2	-7	-26	-10	-5	7	3
O=C(CNC(=O)c1ccc(Cl)c([N+](=O)[O-])c1)OCN1C(=O)c2ccccc2C1=O	.	-10	.	-1.3	-2	-24	-4	-1	1	-9
Cc1cc(C)cc(N2CC(O)=C(c3nc4ccccc4c(=O)[nH]3)C2=N)c1	62	-16	7	0.5	10	-1	1	-1	5	-2
CCOC(=O)C1(CCOc2ccccc2)CCN(Cc2cccc3c2OCO3)CC1	14	8	0	-1.9	-6	0	-10	-3	-2	-9
COc1ccc(CN(C)C(=O)CCl)cc1	16	-8	-3	-0.1	-6	.	-1	-7	1	-3
CC(C)COc1ccc(-c2cc(C(=O)NN)[nH]n2)cc1	34	-10	7	-0.1	4	1	-2	0	0	12
COc1cc(S(=O)(=O)Nc2ccc(C)cc2)ccc1N=Cc1c(C)c(C#N)c(=O)n(C)c1O	2	-22	-5	0.3	11	-4	3	2	-6	14
